# Bioassay records deposited in PubChem by several laboratories.
# EBV gp42 inh: EBV gp42 inhibition. Q1HVG2. Fluorescence polarization binding assay, mP read-out. inhibition, % (tested at 21.74 µM). 0.42% of 220,000 active; in the data active = inhibition above about 50%
# Target sequence (Q1HVG2 whole entry, looked up): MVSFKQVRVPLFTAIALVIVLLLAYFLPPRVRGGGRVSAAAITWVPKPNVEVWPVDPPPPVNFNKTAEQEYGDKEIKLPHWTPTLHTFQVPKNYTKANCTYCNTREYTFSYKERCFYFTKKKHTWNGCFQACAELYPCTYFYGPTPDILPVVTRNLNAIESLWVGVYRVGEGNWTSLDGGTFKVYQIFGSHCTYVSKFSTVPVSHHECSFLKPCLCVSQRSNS
# p47phox inh: inhibitors of human p47phox binding; 0.53% of 220,000 active; P14598; p47phox/p22phox peptide binding, fluorescence polarization, 2 h; inhibition, % at 24.7 µM;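 active = inhibition above about 30%, limit read from the data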;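 note: 0% = p47phox with labelled peptide and 100% = labelled peptide alone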
# Calpain2 inh: calpain II (pig) inhibition; purified calpain II, fluorogenic peptide substrate, 30 min; inhibition, % at 16 µM; 0.37% of 220,000 active; AID 1236;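 active = inhibition above about 50%, limit read from the data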
# TbHK1 inh: T. brucei hexokinase 1 inhibition. 0.11% of 220,000 active. recombinant TbHK1, G6PDH-coupled NADH A340. inhibition, % at 10 µM;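 active = inhibition of 50% or more in the single-dose primary screen; inactive = inhibition below 50%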
# Furin inh: blocks human furin protease activity. inhibition, % at 30 µM. AID 463115. purified furin, fluorogenic substrate cleavage. P09958. 0.061% of 220,000 active; in the data active = inhibition above about 25%; note: inactives centre near -15
# Target sequence (P09958 108-714 limits assumed): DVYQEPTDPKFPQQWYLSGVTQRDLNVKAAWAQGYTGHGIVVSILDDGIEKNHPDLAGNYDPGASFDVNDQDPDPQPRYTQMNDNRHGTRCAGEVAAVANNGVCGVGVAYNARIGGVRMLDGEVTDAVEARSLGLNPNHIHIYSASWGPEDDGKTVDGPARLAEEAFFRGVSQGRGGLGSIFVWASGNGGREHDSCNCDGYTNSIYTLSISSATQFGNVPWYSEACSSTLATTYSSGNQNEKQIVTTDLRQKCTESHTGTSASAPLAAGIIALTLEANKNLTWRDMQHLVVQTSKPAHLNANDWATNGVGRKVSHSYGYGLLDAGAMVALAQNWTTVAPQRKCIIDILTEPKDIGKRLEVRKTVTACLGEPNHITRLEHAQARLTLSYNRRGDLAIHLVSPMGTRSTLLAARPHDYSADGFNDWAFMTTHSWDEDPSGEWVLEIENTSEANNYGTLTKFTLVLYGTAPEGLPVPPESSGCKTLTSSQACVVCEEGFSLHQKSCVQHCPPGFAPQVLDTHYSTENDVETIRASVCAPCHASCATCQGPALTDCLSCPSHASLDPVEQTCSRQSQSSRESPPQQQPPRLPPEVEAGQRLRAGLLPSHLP
# Runt-CBFb FRET: blocks binding of human RUNX1 Runt domain to CBFb; Q01196+Q13951; Cerulean-Runt/Venus-CBFb FRET ratio 530/480, 1 h; inhibition, % at 20 µM; 0.46% of 220,000 active; AID 1496;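 active = inhibition over about 50% at 20 µM in the single-dose screen, limit read from the data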;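 note: 0% = DMSO wells and 100% = excess unlabeled CBFb competitor control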
#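 test system = Cerulean-tagged RUNX1 Runt domain (FRET donor) fusion protein | reagent = Venus-CBFb binding partner, 100 nM | incubation = protein complex preformed 1 h, compound exposure 1 h, room temperature, dark | detection = FRET fluorescence | read-out basis = loss of energy transfer signal | controls = 5 µM unlabeled CBFb as full-inhibition high control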
# p97 ATPase inh: human p97 ATPase inhibition | P55072 | recombinant p97 ATPase, Kinase-Glo ATP luminescence, 3 h | inhibition, % at 8 µM | 0.42% of 220,000 active | AID 1481; in the data active = inhibition above about 15%;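 note: 0% = DMSO vehicle and 100% = wells lacking enzyme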
# Runt-SMMHC FRET: inhibitors of human RUNX1 Runt domain binding to CBFb-SMMHC. Cerulean-Runt/Venus-CBFb-SMMHC FRET ratio 530/480, 1 h. inhibition, % at 20 µM. 0.74% of 220,000 active. Q01196+Q13951;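 active = mean inhibition across duplicate retests at 20 µM reaching about 50%, limit read from the data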;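 note: 0% = DMSO wells and 100% = wells with excess untagged CBFb-SMMHC; inhibitors lower the FRET ratio by blocking Runt binding to CBFb-SMMHC; some results filed as inactive read as strong as hits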
# RBBP9 inh: human RBBP9 hydrolase inhibition; O75884; 0.2% of 220,000 active; recombinant RBBP9, FP-Rh probe fluorescence polarization; inhibition, % at 7.94 µM;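 active = inhibition above the campaign mean of all tested compounds plus 3 SD, cut at about 14% in these data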;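 note: plate controls were DMSO wells with RBBP9 for no effect and wells lacking RBBP9 protein for full effect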
# Target sequence (O75884 whole entry, looked up): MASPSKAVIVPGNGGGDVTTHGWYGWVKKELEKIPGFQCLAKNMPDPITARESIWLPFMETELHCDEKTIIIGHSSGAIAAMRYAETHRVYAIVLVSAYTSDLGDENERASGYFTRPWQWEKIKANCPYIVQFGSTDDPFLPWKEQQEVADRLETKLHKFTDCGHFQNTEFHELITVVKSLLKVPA
#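 System: RBBP9 protein / Quantity: 2.5 µM RBBP9 dispensing solution, before mixing / Also added: Serine-hydrolase probe FP-Rh, 375 nM pre-mixing / Dosing: 7.94 µM single dose, 0.794% DMSO / Timing: enzyme-compound preincubation 30 min, then probe labeling 45 min, 25 °C / Signal: FP readout at 525/598 nm / Controls: DMSO-treated enzyme wells and wells lacking RBBP9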
# Numbers without * were called inactive; nt = no result given; [ ] = remark or other dose.
EBV gp42 inh	p47phox inh	Calpain2 inh	TbHK1 inh	Furin inh	Runt-CBFb FRET	p97 ATPase inh	Runt-SMMHC FRET	RBBP9 inh	compound
5	-8	14	10	-16	4	-3	2	-6	O=S(=O)(c1ccccc1)N1N=C(c2ccccc2)CC1c1ccccc1 (stereo not given)
-10	-5	25	3	2	nt	15	nt	-4	CCN1C(C)=C(C)S/C1=C1\SC(=S)N(NC(C)=O)C1=O
-3	-4	21	6	-17	1	1	-2	5	C=CCn1c(SCC(=O)Nc2ccc3c(c2)OCO3)nnc1-c1ccccc1OC
-40	-13	-5	23	-23[20 µM]	-3	-1	5	-1	Cn1c(SCC(=O)NCc2ccccc2)nnc1-c1ccc(NC(=O)CCc2ccccc2)cc1
13	1	11	-2	-10	-3	-5	-2	-12	COc1cc2c(C(=O)N3CCOCC3)c(CSc3ccccc3)n(C)c2cc1Br
-11	-2	-5	2	-11[20 µM]	0	2	-15	-3	CCN1C(=O)Cc2cc(S(=O)(=O)N3CCOCC3)ccc21
-1	2	-17	1	-9	-5	-7	-8	-12	Cc1cc(C(=O)N/N=C/c2cc(Cl)cc([N+](=O)[O-])c2O)c2ccccc2n1
-13	-10	-20	-5	-15	-1	5	-3	-3	CC(=O)Oc1ccc(/C=C2\N=C(C3CCCCC3)OC2=O)cc1
3	0	-21	-37	-8	-3	-1	-4	-7	Cc1cc(N/N=C\c2ccc(Br)cc2)nc(-n2nc(C)cc2C)n1
5	-6	-20	-2	-22	1	-1	0	-2	O=C(/C=C/c1ccccc1)N1CCCN(C(=O)/C=C/c2ccccc2)CC1
-4	-20	-11	-2	-17	-1	-2	2	-8	O=C(/C=N/O)Nc1ccccc1C(=O)O
-19	-8	-8	4	-17	-1	4	0	-3	Cc1cccc(C(=O)N[C@H](C(=O)OCC(=O)NC(=O)c2cccn2C)C(C)C)c1
-28	-32	-24	-17	-2[20 µM]	0	0	-2	7	N#Cc1c(-c2ccc(Cl)cc2)nc2n(c1=O)CCCS2
-9	-2	-21	-10	-20	1	2	0	-6	CC(=O)NC1(c2ccccc2)CCN(CC(=O)N2CCC(C)CC2)CC1
-10	-9	-1	-2	-4	-1	-8	-3	-3	CCN(CCCNC(=O)c1ccc(N2CCCC2=O)cc1)c1cccc(C)c1
-1	-5	-20	2	-17	0	-1	-1	-3	CCOC(=O)C1(Cc2ccccc2C(F)(F)F)CCN(C(C)COC)CC1 (stereo not given)
-6	-31	11	-38	-14	11	-2	21	-10	O=C(/C=C/Nc1ccc(S(=O)(=O)Nc2cnc3ccccc3n2)cc1)c1ccccc1
-10	-9	-20	-3	-20	-1	6	-2	-6	Fc1ccc(-c2ccc(Nc3cccc(F)c3)nn2)cc1
-8	nt	-13	-12	-12	0	0	-1	1	N#Cc1c2n(c(=S)n(-c3ccc(F)cc3)c1=O)CCCCC2
0	-2	-15	0	-21[20 µM]	1	1	0	-1	NC(=O)COc1ncn(-c2ccccc2)n1
10	5	25	-9	-24[20 µM]	-1	-7	-4	-9	Cc1ccc(-c2nc(CCN3C(=O)c4ccccc4C3=O)cs2)cc1
-6	0	-18	4	-15	-2	7	2	-3	CC(=O)Nc1ccc(NC(=O)CSc2nnc(-c3ccc(NS(C)(=O)=O)cc3)n2C)cc1C
-25	-1	5	4	-8	-2	0	2	3	CSc1nc(C)cc(SCCO)n1
-9	-7	1	10	-3	-1	-4	-3	-7	CC(C)N(Cc1nc(-c2ccc(Cl)cc2)no1)C(=O)c1cccs1
-10	-7	-7	0	-20	-1	6	2	2	O=C1c2ccccc2S(=O)(=O)N1Cc1cccc(S(=O)(=O)N2CCOCC2)c1
-9	-15	25	36	-1	3	-2	2	0	O=C(NC(=S)Nc1nc2c(s1)CCCC2)c1ccccc1
-11	-3	21	2	0[20 µM]	0	-5	-2	-3	O=C(CCS(=O)(=O)c1cccc2nsnc12)NC1CCCCC1
11	-2	-94	-52	-8	-1	1	-7	5	CC(/C=C/c1ccco1)=N\NC(=O)CNc1cccc(C)c1
-17	9	12	-3	-18	3	4	2	6	CCc1nnc(NC(=O)CSc2nnc(Cc3ccccc3)o2)s1
-6	-4	-12	-1	-9[20 µM]	-1	-3	2	-3	COc1ccc(NC(=O)c2ccco2)cc1NC(=O)c1cccnc1
-6	-8	15	-20	-22[20 µM]	1	1	-5	-4	Cn1c(=O)n(C)c2cc(NC(=O)c3cc4ccccc4o3)ccc21
1	-5	-14	-9	-17	-2	-5	-2	-5	O=C(Nc1ccc(Cl)c(S(=O)(=O)N2CCOCC2)c1)c1ccccn1
15	1	-2	0	-8	-6	-5	0	-5	C=CCN(c1cccc(C(F)(F)F)c1)S(=O)(=O)c1cccc(C(=O)OCC(=O)NC)c1
-8	5	25	-7	-5	-1	3	-2	-3	COc1ccc([N+](=O)[O-])cc1N(CC(=O)NC1CCCC1)S(C)(=O)=O
-15	-16	24	-5	-17	2	2	3	-6	Cn1c(N)c(C(=O)COC(=O)CSc2ccccc2)c(=O)n(C)c1=O
-23	-16	-26	-11	-6[20 µM]	3	2	0	-10	CCOc1nc(Nc2ccc(F)cc2)nc(N2CCN(c3ccc(OC)cc3)CC2)n1
15	-1	12	-2	-17	1	10	-8	6	CCCCc1c(C)nc(N2CCCC2)[nH]c1=O
5	-3	29	1	-17	-2	-1	2	3	O=C1C(Cc2ccccc2)NC(=S)N1c1ccccc1 (stereo not given)
-11	-15	27	1	-6[20 µM]	2	0	4	-5	CCOC(=O)Nc1nc2ccccc2s1
3	-7	-14	-15	-18	0	0	2	2	Cn1c(=O)c(C(=O)CSc2ccccc2)c(N)n(Cc2ccccc2)c1=O
-12	-20	0	1	-3[20 µM]	2	-5	-9	-7	N#CC1=C(Nc2ccccc2)SC=C(c2ccc(F)cc2)N=C1N1CCOCC1
-26	0	-10	25	-16	-2	-2	2	-1	Cc1c(NC(=O)CSc2nc3ccccc3[nH]2)c(=O)n(-c2ccccc2)n1C
-9	-3	30	22	-1	0	4	2	7	CCOC(=O)Cn1c(=O)c2c(nc3n2CCN3Cc2ccccc2)n(C)c1=O
-6	-5	-18	1	-15	-3	9	-1	-10	C[C@@H]1CC[C@@]2(O[C@H](CCO)C[C@@H](O)[C@@H]2O)O1
-10	4	-7	-4	-21	2	0	-2	-6	COc1ccc(OCc2nnc(SCC(=O)N3CCOCC3)o2)cc1
-16	-8	14	-18	-9	-2	4	-8	1	FC(F)(F)c1cc(-c2ccccn2)nc2cc(-c3ccccc3)nn12
1	-3	-7	0	-17	2	4	11	1	Cc1cc2c(c(Sc3ccccc3)n1)C(=O)OC2
-20	-5	-64	-8	-26	-2	3	1	-8	Cc1ccccc1-n1nc(C)c2c(C(=O)NN)cc(-c3ccncc3)nc21

# Sorted by formula weight (highest first): 3 of the compounds above
EBV gp42 inh	p47phox inh	Calpain2 inh	TbHK1 inh	Furin inh	Runt-CBFb FRET	p97 ATPase inh	Runt-SMMHC FRET	RBBP9 inh	compound
15	1	-2	0	-8	-6	-5	0	-5	C=CCN(c1cccc(C(F)(F)F)c1)S(=O)(=O)c1cccc(C(=O)OCC(=O)NC)c1
3	-7	-14	-15	-18	0	0	2	2	Cn1c(=O)c(C(=O)CSc2ccccc2)c(N)n(Cc2ccccc2)c1=O
-10	-9	-20	-3	-20	-1	6	-2	-6	Fc1ccc(-c2ccc(Nc3cccc(F)c3)nn2)cc1

# The listing continues:
EBV gp42 inh	p47phox inh	Calpain2 inh	TbHK1 inh	Furin inh	Runt-CBFb FRET	p97 ATPase inh	Runt-SMMHC FRET	RBBP9 inh	compound
-11	-3	14	-11	-12	2	9	-4	2	COC(=O)c1cc(=O)n(Cc2cccs2)c(=Nc2ccccc2)s1
-1	-9	14	6	-10	0	6	-2	3	COc1ccc(NCc2nnc(SCC(=O)Nc3ccccc3)n2C)cc1
4	-32	-2	28	-16	1	-2	18	-5	Cc1cc(/C=C2/C(=N)N3C(=NC2=O)SN=C3S(C)(=O)=O)c(C)n1-c1ccccc1
-2	-8	10	9	-7	-2	-6	-3	-3	CCn1cc(CN2CCN(Cc3ccc(C)o3)C(CCO)C2)c2ccccc21 (stereo not given)
-3	-6	-91	-21	-11	12	4	6	-7	COc1ccc(C(=O)NC(=S)NNC(=O)c2ccc(NC(C)=O)cc2)cc1Br
-8	-4	6	10	-13	1	3	0	3	CC(C)C(=O)NC(=S)Nc1ccc(S(=O)(=O)N2CCN(C)CC2)cc1
-1	-27	-15	-10	-13	-3	-3	-41	-13	CCOC(=O)c1sc2nc3c(SCC(=O)O)cc(C(=O)c4ccccc4O)cn3c(=O)c2c1C
-14	1	-27	-2	-7	0	-1	-1	-3	CCOC(=O)C1=C(CP(=O)(c2ccccc2)c2ccccc2)NC(=O)NC1c1ccc(OC)cc1 (stereo not given)
3	-3	6	2	-12	0	2	2	-7	CC(NC(=S)Nc1ccc(OC(F)F)cc1)c1ccc(F)cc1 (stereo not given)
-14	-13	-3	0	-6[20 µM]	0	2	-3	-10	CC1CC(=S)Nc2ccccc2S1 (stereo not given)
7	-12	38	-1	-6	-1	-8	-1	-8	COc1ccc(C(=O)CSc2nnc(CCc3ccccc3)n2-c2ccccc2)cc1
-4	9	-8	-10	-14	0	-6	2	-4	CCOc1ccccc1OCCCC(=O)N(C)CC(=O)Nc1cc(C)ccc1C
-10	-10	13	-6	-18[20 µM]	-1	1	0	3	Fc1ccc(-c2cn3cc(C(F)(F)F)cc(Cl)c3n2)cc1
8	-14	4	-3	-12	1	6	1	7	CN(CC(=O)Nc1ccc2c(c1)OCCO2)S(=O)(=O)c1cccc2cccnc12
-13	-19	9	0	-26	0	3	3	-4	Cc1csc(SCCn2c(N3CCN(c4ccccc4)CC3)nc3c2c(=O)[nH]c(=O)n3C)n1
12	-4	23	5	-10	-1	1	-3	-4	CCCOc1ccc(Br)cc1CSC(=N)N

# Look-ups from the results shown:
# For Calpain2 inh, Cc1ccccc1-n1nc(C)c2c(C(=O)NN)cc(-c3ccncc3)nc21 has -64
# For p47phox inh, CCOC(=O)Nc1nc2ccccc2s1 has -15

# (continued)
EBV gp42 inh	p47phox inh	Calpain2 inh	TbHK1 inh	Furin inh	Runt-CBFb FRET	p97 ATPase inh	Runt-SMMHC FRET	RBBP9 inh	compound
-17	-7	2	-4	-12[20 µM]	0	4	1	-2	COc1ccc(-c2cn[nH]c2N)c(OC)c1
-13	-19	-3	-1	-15	0	6	-6	0	O=C(CP(=O)(c1ccccc1)c1ccccc1)Nc1nc2ccccc2s1
-25	-158	-191	-2	-13	95*	6	81*	-6	COc1ccccc1NC(=O)c1cc2ccc(O)cc2o/c1=N\O
-13	-13	-65	-1	-24[20 µM]	-3	5	0	-12	c1ccc(-c2nnc3sc(-c4cc5ccccc5o4)nn23)cc1
6	-3	10	-4	-8	1	1	-1	-2	O=C(c1cc([N+](=O)[O-])ccc1N1CCCCC1)N1CCc2ccccc21
-13	-8	-28	-3	-13	-1	9	-5	-11	O=C(Nc1ccc(CN2CCS(=O)(=O)CC2)cc1)c1ccccc1
-26	7	14	-32	-11[20 µM]	-1	4	4	-3	CCC1S/C(=N/N=C/c2cccs2)NC1=O (stereo not given)
-8	-12	-15	-15	-19	-1	6	-4	-11	CC(=O)c1cccc(NC(=O)CC2S/C(=N/N=C/c3cccs3)NC2=O)c1 (stereo not given)
-18	-11	11	-6	-20	0	0	2	4	CC(C)CCNC(=O)c1ccc(Cl)c(N)c1
